# H1N1 NS1A inhibition: H1N1 influenza NS1A inhibitors, functional cell based assay (AID 504329); NS1A functional cell-based assay, percent inhibition; higher % means a stronger effect; one-dose inhibition, % at 12.5 µM; IC50 in µM for titrated hits; actives 0.3% (n = 340,000); in the data active = a potency from the dose series; inconclusive = inhibition above about 27% without an active follow-up result; also: strong numbers were not always called active
# H37Rv inhibition: M. tuberculosis growth inhibition, HTS (AID 449762). M. tuberculosis H37Rv growth inhibition, 7H9 media; higher % means a stronger effect. actives 0.59% (n = 330,000). inhibition, % at 25 µM, or IC50 in µM where a hit was titrated; in the data active = a potency from the dose series; inconclusive = inhibition above about 70% without an active follow-up result;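 also: bacterial growth assessed after seven days of incubation; strong numbers were not always called active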
# Salmonella PhoP GFP: PhoP regulon inhibitors, Salmonella typhi PhoP promoter GFP reporter, confirmatory (AID 1850). Salmonella Typhi PhoP-promoter GFP reporter, fluorescence, 4 h; higher % means a stronger effect. inhibition, % at 50 µM; hits with a dose series show IC50 in µM. actives 0.33% (n = 310,000); in the data active = a potency from the dose series; inconclusive = inhibition mostly from about 25% at the one dose, without a potency; inactive = the rest, 99 in 100 with inhibition below about 19%;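 also: 0% = induced wells with vehicle and 100% = uninduced wells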
# inhibitors of VEEV: inhibitors of VEEV TC-83 cytopathic effect, confirmation, Vero cells (AID 588727); Vero cells, VEEV TC-83 cytopathic effect inhibition; higher % means a stronger effect; inhibition, % at 20 µM, or IC50 in µM where a hit was titrated; actives 0.13% (n = 350,000); in the data active = a potency from the dose series; inconclusive = inhibition mostly from about 14% at the one dose, without a potency; inactive = the rest, 99 in 100 with inhibition below about 12%; also: strong numbers were not always called active
# M. tuberculosis: growth inhibition of non-replicating M. tuberculosis (AID 488890). Mycobacterium tuberculosis non-replicating, growth inhibition; higher % means a stronger effect. inhibition, % at 25 µM; hits with a dose series show IC50 in µM. actives 0.39% (n = 320,000); in the data active = a potency from the dose series; inconclusive = inhibition mostly from about 82% at the one dose, without a potency; inactive = the rest, 99 in 100 with inhibition below about 76%;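 also: plate controls were DMSO cells for no effect and high antibiotic wells for full effect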
# inhibitors of VEEV 10K pilot screen: further read-out of inhibitors of VEEV, marked with its call; inhibition, %; measured here: 10K pilot screen inhibition
# The depositor's hits bear a star; i = inactive; ? = inconclusive; . = not tested or not shown.
SMILES,H1N1 NS1A inhibition,H37Rv inhibition,Salmonella PhoP GFP,inhibitors of VEEV,M. tuberculosis,others
COc1ccc(C2c3cc4c(cc3OC(NNC(N)=O)C2C)OCO4)cc1 (stereo not drawn),-5.6%,.,.,8.1%,.,
COc1ccccc1-c1oc2ccccc2c1C#CCCO,-3.3%,21.5%,.,1.4%,69.1%,
COc1ccc2nc(N(CCN(C)C)C(=O)c3ccc4c(c3)OCCO4)sc2c1,12.6%,-12.7%,9.4%,0.1%,-8.5%,
O=P(CCl)(Nc1ccccc1)C(Cl)(Cl)Cl (stereo not drawn),0.8%,-4.2%,7.9%,i,-8.0%,
CN1CCN(Cc2cc(Cl)c3cccnc3c2OC(=O)c2cccs2)CC1,-0.3%,-8.5%,-8.4%,12.7%,.,
CC(=O)c1ccc(NC(=O)Cn2cnc(S(=O)(=O)N3CCOCC3)c2)cc1,5.3%,10.5%,4.6%,3.2%,21.2%,
O=C1CCC(=O)N1OCCOc1ccccc1,6.5%,-6.6%,-27.3%,i,-9.3%,
O=C(Nc1cccc(-c2cccc(F)c2)c1)C1CCN(Cc2ccco2)CC1,2.8%,5.2%,-6.5%,i,24.3%,
Cc1ccc(NC(=S)N2CCN(c3ncccn3)CC2)cc1C,-4.9%,5.4%,-3.4%,2.1%,-18.2%,
COc1ccc(C2C(C(=O)OCC3CCCO3)=C(C)NC3=C2C(=O)CC(c2ccco2)C3)cc1O (stereo not drawn),-8.6%,-14.2%,3.7%,1.8%,23.3%,inhibitors of VEEV 10K pilot screen=1.1
COc1ccc(NC(=O)c2ccc(NC(=O)c3nc4nc(C)cc(C)n4n3)cc2)cc1,10.2%,.,.,0.3%,.,
CCc1ccc[n+](-c2[nH]c(=O)sc2/C=N/N=C(\N)[O-])c1,-19.9%,10.3%,3.9%,i,-0.3%,
CCOc1ccc(NC(=O)c2ccc(CC)s2)c([N+](=O)[O-])c1,2.8%,4.2%,2.9%,0.2%,9.5%,
Cc1nc(CN2CCN(S(=O)(=O)c3c(Cl)cc(Br)cc3Cl)CC2)cs1,-5.7%,.,.,5.9%,.,
CCC(C(=O)c1ccccc1)P(=O)(NN)c1ccccc1 (stereo not drawn),.,-10.6%,20.5%,0.1%,4.0%,
O=C(Oc1oc(-c2ccco2)nc1C=Nc1ccccc1)c1ccco1,-3.8%,-2.1%,8.1%,2.1%,-0.4%,
CCCCOc1ccc(C2=NNC(=O)CC2)cc1,-15.5%,6.8%,9.1%,i,66.3%,
O=C(NCc1cccc(C(F)(F)F)c1)c1cc(-c2ccccc2)nn1CC1CC(c2cccnc2)=NO1 (stereo not drawn),19.2%,6.0%,6.7%,0.8%,17.7%,
Cc1ccccc1NC(=O)C(C)n1c2ccccc2c2nc(=O)cc(C)n21 (stereo not drawn),-15.1%,-8.1%,-15.4%,3.1%,16.4%,
CN(CC(=O)N1CCCCC1)S(=O)(=O)c1cccc2nsnc12,-8.2%,7.3%,-12.7%,1.8%,10.6%,
O=C(Cn1cc2c(n1)CCCC2)NC1CCCCCC1,-4.5%,-10.0%,11.1%,0.6%,4.7%,
Cc1cc([N+](=O)[O-])ccc1NC(=O)COc1nsnc1N1CCOCC1,-2.5%,-3.4%,16.7%,0.3%,2.6%,
COc1cc(NC(=O)CN(C)S(=O)(=O)c2ccc(C)cc2)cc(OC)c1,12.1%,0.6%,-3.8%,2.4%,4.0%,
O=C(Cn1c(NCCCCl)nc2ccccc21)c1ccccc1,10.7%,2.4%,.,i,-2.8%,
Cc1nc2cc(NCc3ccccc3O)ccc2n1Cc1ccccc1,8.5%,-13.8%,-2.5%,2.6%,6.7%,

# Brought forward from above: 2 entries, then new ones.
SMILES,H1N1 NS1A inhibition,H37Rv inhibition,Salmonella PhoP GFP,inhibitors of VEEV,M. tuberculosis,others
O=C(Cn1c(NCCCCl)nc2ccccc21)c1ccccc1,10.7%,2.4%,.,i,-2.8%,
Cc1nc2cc(NCc3ccccc3O)ccc2n1Cc1ccccc1,8.5%,-13.8%,-2.5%,2.6%,6.7%,
CC(=O)c1ccc(NC(=O)CNCC(c2ccccc2)N(C)C)cc1 (stereo not drawn),2.9%,4.1%,4.7%,i,3.0%,
Cc1nn(-c2ccccc2)c(C)c1C1C(C#N)=C(N)Oc2n[nH]c(C)c21 (stereo not drawn),-8.2%,-1.4%,-5.0%,2.3%,-1.3%,
Cc1cc(C)c(C2C(C#N)=C(N)Oc3n[nH]c(C)c32)cc1CN1CCCC1 (stereo not drawn),3.1%,-5.7%,10.1%,4.7%,3.2%,
CC(=O)Nc1ccc(SCC(=O)NCCc2ccc(F)cc2)cc1,-10.3%,13.5%,-16.4%,0.3%,-21.5%,
Cc1c(O)ccc(/C=N/Nc2ncccc2[N+](=O)[O-])c1O,-5.3%,7.3%,-8.9%,i,-1.9%,
O=C(c1nc2ccc(Cl)cn2c1CNCCc1cnccn1)N1CCCCCCC1,3.0%,-15.9%,-1.0%,1.8%,-8.0%,
Oc1ccc2c3c1O[C@H]1c4[nH]c5ccccc5c4C[C@@]4(O)C(C2)N(CC2CC2)CC[C@]314,.,-5.8%,-12.2%,.,37.4%,
O=C1/C(=C/c2ccccn2)SC(=S)N1CCc1ccccc1,1.6%,-2.9%,11.1%,1.0%,-4.3%,
CCOC(=O)CSc1nnc(CNc2cccc(Cl)c2)n1C,0.6%,-3.4%,-2.5%,i,?,
COC(=O)Cc1csc(Nc2ccc(F)c(Cl)c2)n1,-6.6%,2.3%,-0.6%,1.7%,62.0%,
O=C(Nc1nc2ccccc2n1Cc1ccccc1)c1ccc(COc2ccccc2[N+](=O)[O-])o1,16.0%,10.6%,1.1%,9.5%,-4.4%,
CCn1c(C(=O)N2CCC(C(=O)NCCCSC3CCCCC3)CC2)cc2sccc21,21.8%,4.5%,0.0%,7.0%,31.8%,
COc1ccc(C(=O)OC(C)C(=O)NC(C)CCc2ccccc2)c(OC)c1 (stereo not drawn),-3.6%,3.3%,0.7%,0.2%,4.7%,
c1ccc(-c2nnc(CSc3nnc(-c4cccs4)o3)o2)cc1,5.2%,?,1.0%,3.6%,?,
Cc1cccnc1NC(=O)COc1ccc2oc3c(c2c1)CCCC3,5.7%,?,9.2%,0.7%,9.41µM*,
O=S(=O)(NCCN1CCN(S(=O)(=O)c2ccccc2F)CC1)c1ccccc1F,-5.5%,-6.2%,.,6.3%,8.9%,
Cc1ccc(C(=O)N/C(=C\c2cn(C)c3ccccc23)C(=O)NCCCn2ccnc2)cc1,-6.1%,2.6%,12.6%,2.3%,1.8%,
COc1cc(CNc2ccc3[nH]c(=O)[nH]c3c2)ccc1OCc1c(F)cccc1Cl,5.2%,-0.3%,-17.0%,0.6%,17.5%,
COc1cc(C(=O)Nc2cccc(S(=O)(=O)NCc3ccco3)c2)cc(OC)c1OC,-10.3%,0.7%,.,12.4%,20.2%,
Cn1c(=O)c(=O)n(C)c2cc(S(=O)(=O)CCC(=O)Nc3ccc(F)cc3)ccc21,0.4%,-3.0%,-3.2%,1.0%,0.6%,
Cc1ccc(/C=N/NC(=O)CN2C(=O)CSc3ccccc32)o1,0.3%,8.6%,0.6%,1.0%,6.3%,
O=C(COc1ccccc1[N+](=O)[O-])Nc1ccc(NC(=O)c2cc3ccccc3o2)cc1,-11.8%,15.8%,9.4%,0.5%,-0.5%,
O=C(O)COc1cccc2ccccc12,3.1%,.,6.8%,i,.,
COc1ccc(C(CNC(=O)c2ccc(C)c(S(=O)(=O)N3CCCCC3)c2)N2CCCC2)cc1 (stereo not drawn),-10.8%,.,.,1.0%,.,
Cc1cc(C(=O)Nn2c(C3CCCCC3)nc3ccccc3c2=O)ccc1[N+](=O)[O-],0.8%,7.5%,1.4%,1.6%,10.3%,

# For reference, some entries already given.
SMILES,H1N1 NS1A inhibition,H37Rv inhibition,Salmonella PhoP GFP,inhibitors of VEEV,M. tuberculosis,others
COc1ccc(C2c3cc4c(cc3OC(NNC(N)=O)C2C)OCO4)cc1 (stereo not drawn),-5.6%,.,.,8.1%,.,
COc1ccccc1-c1oc2ccccc2c1C#CCCO,-3.3%,21.5%,.,1.4%,69.1%,
COc1ccc2nc(N(CCN(C)C)C(=O)c3ccc4c(c3)OCCO4)sc2c1,12.6%,-12.7%,9.4%,0.1%,-8.5%,
O=P(CCl)(Nc1ccccc1)C(Cl)(Cl)Cl (stereo not drawn),0.8%,-4.2%,7.9%,i,-8.0%,
CN1CCN(Cc2cc(Cl)c3cccnc3c2OC(=O)c2cccs2)CC1,-0.3%,-8.5%,-8.4%,12.7%,.,
CC(=O)c1ccc(NC(=O)Cn2cnc(S(=O)(=O)N3CCOCC3)c2)cc1,5.3%,10.5%,4.6%,3.2%,21.2%,

# Pulled by structure from the list above:
SMILES,H1N1 NS1A inhibition,H37Rv inhibition,Salmonella PhoP GFP,inhibitors of VEEV,M. tuberculosis,others
O=C(c1nc2ccc(Cl)cn2c1CNCCc1cnccn1)N1CCCCCCC1,3.0%,-15.9%,-1.0%,1.8%,-8.0%,
O=S(=O)(NCCN1CCN(S(=O)(=O)c2ccccc2F)CC1)c1ccccc1F,-5.5%,-6.2%,.,6.3%,8.9%,
COc1ccc(C(CNC(=O)c2ccc(C)c(S(=O)(=O)N3CCCCC3)c2)N2CCCC2)cc1 (stereo not drawn),-10.8%,.,.,1.0%,.,
O=C1/C(=C/c2ccccn2)SC(=S)N1CCc1ccccc1,1.6%,-2.9%,11.1%,1.0%,-4.3%,
Cc1nn(-c2ccccc2)c(C)c1C1C(C#N)=C(N)Oc2n[nH]c(C)c21 (stereo not drawn),-8.2%,-1.4%,-5.0%,2.3%,-1.3%,
COc1cc(C(=O)Nc2cccc(S(=O)(=O)NCc3ccco3)c2)cc(OC)c1OC,-10.3%,0.7%,.,12.4%,20.2%,

# The list continues:
SMILES,H1N1 NS1A inhibition,H37Rv inhibition,Salmonella PhoP GFP,inhibitors of VEEV,M. tuberculosis,others
O=C(O)COCC(=O)NCc1csc2ccc(Cl)cc12,-5.2%,1.5%,-0.1%,0.2%,-5.4%,
Cn1cccc1CNCCc1ccccc1F,36.8%,6.2%,4.8%,3.9%,-2.1%,
COc1ccc(NC(=O)c2cc(S(=O)(=O)N(C)C)ccc2N2CCCC2)cc1Cl,3.2%,-2.8%,-9.0%,3.3%,42.5%,
O=C(Nc1ncnc2sc3c(c12)CCCCC3)c1ccco1,10.1%,-3.6%,-2.3%,0.3%,3.5%,
CC1(c2nnc(-c3cccc(Cl)c3)o2)CC(c2cccc(Cl)c2)=NO1 (stereo not drawn),-5.7%,-1.6%,-2.0%,0.6%,59.4%,
COc1ccc(CCC2(C)OCC(CCCCO)O2)cc1 (stereo not drawn),-1.5%,.,.,i,.,
Cc1ccc(Nc2ccc(N)cc2S(=O)(=O)O)cc1,0.3%,-2.1%,-6.8%,0.1%,-17.1%,
CN1CCN(C(=O)NCC23CC4CC(CC(C4)C2)C3)CC1,-9.5%,-2.9%,5.2%,0.1%,27.2%,
CC(C)(C)C(=O)Nc1ccc(C(=O)NNC(=O)Cc2ccccc2)cc1,1.0%,5.5%,-5.7%,0.6%,6.6%,
c1ccc(-n2nnnc2NCCCN2CCOCC2)cc1,-9.1%,-4.0%,0.6%,1.5%,-12.9%,
CCS(=O)(=O)NCCCCc1ccccc1,-3.4%,-8.1%,0.3%,1.4%,4.2%,
O=C(CCc1ccccc1)NNC(=O)Cc1ccccc1,-13.2%,0.9%,6.2%,0.8%,3.3%,
COc1cc(SC)ccc1C(=O)NCCOc1ccc(Cl)cc1,-1.1%,64.9%,5.8%,0.8%,65.0%,
CNc1nc(SC)nc(N2CCOCC2)n1,3.9%,-4.3%,6.1%,3.9%,-3.3%,
O=c1c2ccccc2nc(-c2ccoc2)n1-c1ccccc1Cl,1.0%,-3.2%,-9.1%,9.8%,10.3%,
Cn1c(CC(=O)Nc2ccccc2F)nnc1SCC(=O)NC1=NCCS1,-14.7%,0.9%,2.9%,1.5%,0.4%,
COc1ccccc1CNC(=O)c1ccc2ccccc2n1,-4.0%,7.2%,-21.6%,i,15.7%,
Cc1sc2ncnc(N3CCC(C(=O)Nc4ccc(Cl)c(Cl)c4)CC3)c2c1C,-6.6%,?,.,6.6%,46.9%,
CC1(C)C/C(=N\O)c2cc3c(nc2C1)CCCC3,-5.1%,-1.7%,-5.5%,i,-1.7%,
CCN(CCn1cccn1)Cc1c(C(=O)N2C[C@@H](C)O[C@@H](C)C2)nc2ccc(Cl)cn12,2.6%,4.3%,-8.3%,1.2%,-1.6%,
CC(C)CNC(=O)COC(=O)Cc1ccc(Cl)cc1,-2.2%,-5.7%,2.0%,2.4%,60.0%,

# High-throughput results deposited in PubChem by Southern Research Specialized Biocontainment Screening Center.
